Bioassay records as filed in PubChem BioAssay.
CDK5 inh = blocks human CDK5/p35 kinase activity; AID 488839; inhibition, % at 10 µM; 0.01% of 330,000 active; Recombinant CDK5/p35, ADP-Glo luminescence, 60 min; Q00535+Q15078;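 active means highest replicate inhibition of at least 50% and at least 75% of replicates reaching 50%; inconclusive means only one of the two criteria met; inactive means both criteria failed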;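 further: plate controls were DMSO neutral control for no effect and GW8510 at 10 µM for full effect; many of its hits are not listed in these tables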
Cardiac RTF inh = cardiac RTF calcium desensitization | P19429+P45379 | IANBD-labeled cardiac RTF, Ca2+ fluorescence | inhibition, % at 7.15 µM | 0.12% of 340,000 active | AID 493244;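 active means inhibition above the mean inhibition of all tested compounds plus 3 SD, cut at about 17% in these data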;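 further: assay run at fixed EC70 calcium of 1.6 mM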
SUMO Mot1 rescue = inhibitors of SUMOylation pathway: yeast Mot1-301 growth rescue. S. cerevisiae Mot1-301 growth rescue, ATP luminescence, 38.5C; percent above DMSO median, 100 means doubled. growth rescue, % at 18.8 µM. 1% of 320,000 active. AID 2716;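 active means every valid replicate shows activation above 250% relative to neutral control wells; inactive means the rest, any valid replicate at or below 250%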;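 further: OY570 slx delta 5 strain wells were the positive control but not used for scaling; some compounds called inactive have numbers as strong as hits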
dFosB activator = activators of mouse delta FosB homodimer. P13346. purified delta FosB, TAMRA-CDK5 oligo fluorescence polarization; percent of positive-control signal above neutral wells. activation, % at 25 µM. 0.99% of 340,000 active;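 active means mean activation above about 17%, with every replicate also reaching it, limit read from the data, passing the limit was not always enough; inconclusive means only one of the two conditions met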;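 further: fluorescence polarization rise as delta FosB binds a TAMRA Cdk5 AP-1 oligo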
Target sequence (P13346 whole entry, looked up): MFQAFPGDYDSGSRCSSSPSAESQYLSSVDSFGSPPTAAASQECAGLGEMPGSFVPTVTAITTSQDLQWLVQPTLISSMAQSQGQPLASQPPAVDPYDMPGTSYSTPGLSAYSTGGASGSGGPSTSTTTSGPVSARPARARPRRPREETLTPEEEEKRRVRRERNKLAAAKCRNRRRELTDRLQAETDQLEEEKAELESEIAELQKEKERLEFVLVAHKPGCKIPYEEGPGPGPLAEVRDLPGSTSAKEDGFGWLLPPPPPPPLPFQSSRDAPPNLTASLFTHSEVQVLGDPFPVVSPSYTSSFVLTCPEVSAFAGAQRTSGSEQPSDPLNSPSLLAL
LANA DNA inh = inhibitors of KSHV LANA C-terminal domain DNA binding | AID 504423 | 0.078% of 340,000 active | MBP-C-LANA/FAM-LBS DNA binding, fluorescence polarization | inhibition, % at 9 µM;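 active means highest replicate inhibition at or above 60% at 9 µM, even if other replicates fall short; inactive means all replicates below 60% inhibition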;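 further: 0% = neutral control wells and 100% = 4 µM acridine orange control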
RTF Ca sens act = increases calcium sensitivity of human cardiac regulated thin filaments | IANBD-labeled TnC RTF fluorescence at EC20 calcium; 0% EC20 calcium, 100% full calcium | activation, % at 7.2 µM | 0.24% of 340,000 active | AID 493008;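 active means activation above the mean over all tested compounds plus 3 SD, cut at about 30% in these data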;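 further: rise in fluorescence read as greater calcium sensitivity of cardiac thin filaments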
Rtt109 Vps75 = C. albicans Rtt109 histone acetyltransferase inhibition | inhibition, % at 34.9 µM | AID 540336 | purified Rtt109/Vps75, ThioGlo CoA-SH fluorescence, 4 h | 0.16% of 330,000 active | Q5AAJ8;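 active means inhibition of at least 50% in every replicate; inconclusive means best replicate reaches 50% inhibition but some replicates fall short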
PfHsp90 yeast 2 = reduces growth (ATP signal) of yeast expressing P. falciparum Hsp90; 0.32% of 310,000 active; S. cerevisiae expressing PfHsp90, BacTiter-Glo ATP, 48 h; yeast lacking PDR1 and PDR3 efflux regulators; inhibition, % at 9.4 µM;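 active means every replicate shows inhibition above about 80%, whatever the replicate mean, limit read from the data; inconclusive means mean inhibition reaches the set limit but some replicate falls short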;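 further: 0% = DMSO neutral controls and 100% = 20 µM radicicol positive controls; yeast relying on Plasmodium falciparum Hsp90 in place of its own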
Keap1 Nrf2 FP = Keap1-Nrf2 (human) interaction inhibition; inhibition, % at 9.4 µM; Keap1 Kelch-Nrf2 peptide fluorescence polarization, 1536-well; 0.15% of 340,000 active; Q14145; in the data active means inhibition above about 12%; inconclusive means no clear call, values can overlap the other calls; inactive means below about 7.3%;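 further: human Keap1 Kelch domain with fluorescein labeled Nrf2 9mer peptide probe; 0% = neutral control wells and 100% = peptide positive control; higher means more block of Keap1 binding to Nrf2 peptide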
Target sequence (Q14145 whole entry, looked up, the tested form may be a part): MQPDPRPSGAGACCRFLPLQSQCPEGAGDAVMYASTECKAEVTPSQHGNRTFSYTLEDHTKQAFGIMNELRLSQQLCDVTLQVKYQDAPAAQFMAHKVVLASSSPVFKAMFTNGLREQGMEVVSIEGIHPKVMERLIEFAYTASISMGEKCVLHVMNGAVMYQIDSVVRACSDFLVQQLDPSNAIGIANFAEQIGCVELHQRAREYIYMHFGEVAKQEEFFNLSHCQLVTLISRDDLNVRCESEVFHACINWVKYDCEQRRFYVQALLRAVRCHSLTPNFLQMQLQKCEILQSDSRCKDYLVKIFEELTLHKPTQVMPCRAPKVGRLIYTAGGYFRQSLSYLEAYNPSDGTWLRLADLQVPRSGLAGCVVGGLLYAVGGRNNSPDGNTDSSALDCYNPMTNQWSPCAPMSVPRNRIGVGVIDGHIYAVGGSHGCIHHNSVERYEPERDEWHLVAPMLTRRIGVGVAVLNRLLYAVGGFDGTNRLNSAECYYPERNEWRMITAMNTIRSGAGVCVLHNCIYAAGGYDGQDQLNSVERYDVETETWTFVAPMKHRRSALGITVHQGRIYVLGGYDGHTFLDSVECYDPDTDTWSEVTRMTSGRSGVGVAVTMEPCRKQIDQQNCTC
NSD2 inh = NSD2 (human) methyltransferase inhibition | O96028 | 0.54% of 310,000 active | NSD2 peptide methylation, AlphaScreen, 120 min | inhibition, % at 12.5 µM | AID 743445; in the data active means inhibition above about 50%
PvdQ acylase = P. aeruginosa PvdQ acylase inhibition. purified PvdQ acylase, fluorescence plate reader. inhibition, % at 10 µM. 0.063% of 340,000 active. AID 488965; in the data active means inhibition above about 30%, passing the limit was not always enough; inconclusive means no clear call, values can overlap the other calls;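 further: 0% = vehicle neutral wells and 100% = reference inhibitor wells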
* marks the source's active call; other numbers are inactive results; ? = inconclusive; . = not tested or not shown. Compounds were not picked by outcome. About 3.2% of those tested had a hit in this group.

SMILES	CDK5 inh	Cardiac RTF inh	SUMO Mot1 rescue	dFosB activator	LANA DNA inh	RTF Ca sens act	Rtt109 Vps75	PfHsp90 yeast 2	Keap1 Nrf2 FP	NSD2 inh	PvdQ acylase
O=C(CN1CCN(S(=O)(=O)c2ccccc2F)CC1)Nc1ccnn1C1CCCC1	-2.6	-13	-5	-8	-0.2	2	-5	-10	-2	19	-12
CNCCCC1Sc2ccccc2Oc2ccccc21 (configuration not stated)	0.2	2	96	2	-0.2	-1	-8	5	3	72*	-7
O=C(CCC(=O)NNc1nc2ccccc2c2nc(-c3ccccc3)nn12)NCCCN1CCOCC1	1.2	13	20	-24	0.2	-4	2	3	1	1	-4
CCOc1ccc(-c2nc(C)c(C(C)=O)n2O)cc1	-2.4	-5	1	5	1.1	-4	-5	.	-3	1	-9
O=C(Nc1ccc(Cl)cc1)N1CCN(C(=O)C2CCCO2)CC1 (configuration not stated)	-1.2	-3	-15	-6	0.2	1	-5	9	-2	-1	-9
O=C(CSc1nnc(-c2ccccc2F)o1)NC1CC1	1.6	-8	-4	-4	-0.3	3	0	-5	1	-3	-3
COc1ccc(C(=O)CN2C(=O)NC3(CCCc4ccccc43)C2=O)cc1 (configuration not stated)	-8.7	4	-6	-10	0.4	-7	6	7	-2	1	-8
COc1ccccc1C(=O)Nc1nnc(CCc2ccccc2)s1	0.3	-2	332*	-22	-5.0	-11	3	-19	-3	0	2
Cc1nc2cc(NC(=O)N3CCCC3)ccc2n1C	-0.7	-15	-11	-6	-0.1	0	-3	2	0	-5	-8
CC(C)NC(C(=O)Nc1cc(Cl)cc(Cl)c1)c1ccccc1 (configuration not stated)	-0.5	-12	2	5	-0.1	-6	1	-8	-4	1	3
Cc1occc1-c1nc(-c2ccccn2)no1	1.2	-11	-13	-9	-0.1	0	0	5	0	11	-14
CCOC(=O)c1ccc(COC(=O)c2nonc2N)cc1	0.3	-15	.	2	-1.1	0	-9	-5	0	.	-2
N#Cc1nc(Cc2ccccc2)oc1N1CCN(c2ccccc2)CC1	1.5	0	26	-3	0.8	-2	-3	-11	3	2	-3
CC1(c2ccc([N+](=O)[O-])cc2)Nc2ccccc2S1 (configuration not stated)	0.5	-3	-12	0	0.2	4	1	5	0	12	-16
CCOC(=O)c1ccccc1NC(=O)CN(c1ccc(OCC)cc1)S(C)(=O)=O	1.2	.	.	-9	1.2	.	9	-24	2	.	-3
O=C(OCc1ccc(Cl)c(Cl)c1)c1cccnc1Cl	-1.3	-1	250	-2	0.4	-4	-4	-26	-2	107*	-1
COC(=O)C1=NNC2(c3ccc(Cl)cc3)C(=O)N(c3ccc(Cl)cc3)C(=O)C12 (configuration not stated)	0.4	10	2	1	-5.6	0	-8	15	-4	0	9
Cc1ccccc1C(O)c1ccccn1 (configuration not stated)	0.2	0	-2	1	-0.4	-7	4	-1	2	3	-15
CSc1ccccc1OCc1cc(C(=O)NCc2csc(C(C)C)n2)no1	-2.2	-1	0	-6	-0.3	-1	-3	26	-8	-6	-24
O=C(COC(=O)c1cccnc1Cl)c1ccc(F)cc1	-0.4	-3	0	-12	-2.8	3	-4	-3	-2	-8	-1
O=C(c1cccc(S(=O)(=O)Nc2ccc(Br)cc2)c1)N1CCCC1	-3.2	-13	2	-7	-0.5	-2	2	-8	-4	-2	-13
Cc1onc(-c2ccccc2)c1C(=O)Nc1cccc(S(=O)(=O)NC2=NCCC2)c1	-2.5	3	-2	-4	-1.7	1	-7	-19	-3	2	7
CC1(C)CC2CC(C)(CN2c2ncnc3ccc(Br)cc23)C1 (configuration not stated)	0.7	-28	21	-15	-0.4	0	-2	8	-4	-2	-13
CC(NCc1ccncc1)C12CC3CC(CC(C3)C1)C2 (configuration not stated)	-2.6	-3	33	5	-0.8	0	6	11	1	-2	3
O=S1(=O)CCO[C@H]2Cc3ccccc3[C@H]2N1Cc1ccc(Cl)cc1	0.7	-19	-1	-9	-3.0	-4	-26	6	-3	.	-15
(listing goes on)
SMILES	CDK5 inh	Cardiac RTF inh	SUMO Mot1 rescue	dFosB activator	LANA DNA inh	RTF Ca sens act	Rtt109 Vps75	PfHsp90 yeast 2	Keap1 Nrf2 FP	NSD2 inh	PvdQ acylase
COC(CNC(=O)c1ccc2c(=O)n(Cc3ccc4c(c3)OCO4)c(=S)[nH]c2c1)OC	-0.1	-1	588	3	-0.5	-3	1	-1	-1	-1	0
COc1ccc(CCNC(=O)CSc2nnnn2Cc2ccc3c(c2)OCO3)cc1OC	4.1	-7	-27	-2	0.9	0	15	1	-2	-1	4
Cc1ccc(C(=O)NNc2cc(=O)n(C)c(=O)n2C)cc1C	-0.6	-3	-14	-4	0.6	-8	4	8	3	2	-9
C=Cc1ccc(C2=CC(=O)C[C@H](c3ccc(OC)cc3)C2)cc1	2.4	-8	11	-2	-0.2	0	14	-41	-3	.	17
CCCn1c(SCC(=O)NCc2ccco2)nnc1-c1ccncc1	-3.0	-1	5	-3	0.1	4	-6	-28	-1	-2	-14
Cc1ccc(NC(=O)CN(C)C(=O)COC(=O)C2=COCCO2)cc1	2.7	-7	-10	-3	-0.1	8	-3	.	-3	-1	-5
CCOC(=O)CSc1nc(N)cc(=O)[nH]1	-6.6	-8	1	7	0.6	-2	-13	44	-6	0	-9
CCOC(=O)c1[nH]c(C(=O)O)c(OC(=O)CC)c1C	0.3	0	12	-6	1.1	-3	7	-4	-3	-4	8
O=C(CCNC(=O)c1ccccc1)Nc1nc2ccccc2s1	-0.6	-15	-11	-12	0.1	1	-2	-3	-1	-3	-17
C[C@H]1O[C@@H](n2cc(F)c(=O)[nH]c2=O)[C@H](O)[C@@H]1O	-0.6	-25	-4	5	-1.2	-1	9	-11	-2	.	-6
O=C(O)CCC(=O)Nc1sc2c(c1C(=O)Nc1ccccc1)CCCCC2	-0.3	4	-10	-13	3.4	-1	9	-5	-10	6	2
O=C(COC(=O)CC1CCCC1)Nc1ccc(Cl)cn1	1.8	-5	5	-8	0.0	3	6	-90	-2	-2	-4
Cc1ccc(CCNc2ccccc2C)cn1	0.5	8	-10	-2	-1.1	-5	-3	-13	-1	2	8
COC(=O)c1ccc(NC(=O)CSC2=Nc3ccccc3C3CC=NN23)cc1 (configuration not stated)	1.0	-8	4	-15	-0.3	7	2	-26	-2	.	-4
C[C@@H](NC(=O)c1nc[nH]c1C(=O)NCC(=O)OCc1ccccc1)c1ccccc1	1.8	-4	17	-9	2.4	-6	-18	-29	1	.	-14
CCOc1cc(NC(=O)c2ccccn2)c(OCC)cc1NC(=O)CC(C)C	0.2	-5	.	-6	3.5	4	-1	0	1	0	-15
CC(C)(C)NC(=O)NC(=O)CN1CCN(S(=O)(=O)c2ccccc2)CC1	-0.9	-2	-22	-5	2.1	-2	2	18	1	14	-1
O=C(Nc1ccc(N2CCN(C(=O)c3cccs3)CC2)cc1)c1ccc(Br)o1	-2.0	-9	-5	-10	-1.5	-4	4	-1	-2	4	-12
O=C1CCC/C(=N/NC(=O)c2ccc(NS(=O)(=O)c3cccs3)cc2)C1	0.7	-8	-1	0	-9.1	0	2	-2	4	9	6
Cc1ccc(S(=O)(=O)CC(=O)Nc2ccc(Cl)cn2)cc1	1.1	-3	0	-22	-10	-1	1	-7	-1	-4	-16
CCOc1ccc(C(=O)/C=C/c2cn(CN3CCN(C)CC3)c3ccccc23)cc1	-0.6	-7	76	1	1.8	-4	-1	-11	-1	2	-3
Cc1nn(Cc2ccc(C(=O)O)o2)c(C)c1[N+](=O)[O-]	0.9	-2	-6	-12	-0.3	3	12	2	2	-1	14
CCC1CCCCN1C(=O)Cn1c(C(=O)OC)cc2ccsc21 (configuration not stated)	-0.7	4	12	-5	-0.7	-2	4	-17	-4	0	-2
O=C(NCC1CCCO1)c1ccc2c(c1)OCO2 (configuration not stated)	1.6	-5	-22	5	0.7	3	6	-4	2	.	-2
O=C(Cn1ncc2c(=O)oc3ccccc3c21)NCc1cccnc1	-1.0	-8	33	-3	0.2	-1	-2	8	-3	-4	-12
Later entries:
SMILES	CDK5 inh	Cardiac RTF inh	SUMO Mot1 rescue	dFosB activator	LANA DNA inh	RTF Ca sens act	Rtt109 Vps75	PfHsp90 yeast 2	Keap1 Nrf2 FP	NSD2 inh	PvdQ acylase
C=CCn1cc(CN2CCC(C(=O)Nc3cccc(-c4cccc(F)c4)c3)CC2)c(C)n1	-4.0	0	9	-11	1.1	-3	-9	-15	1	-2	-13
Cn1nnc(NC(=S)NC(=O)c2cccc3c(Br)cccc23)n1	.	-7	-13	?	-0.5	6	-1	-16	2	-2	-7
O=C(NC1CC2CCCC(C1)N2C(=O)NC1CCCCC1)c1ccccc1 (configuration not stated)	0.3	-3	11	-4	0.7	1	.	13	3	.	-12
O=C(NCC1CCCN(Cc2ccccc2F)C1)c1cccc(C(F)(F)F)c1 (configuration not stated)	-1.2	-5	-7	-4	-0.2	1	-9	21	0	-1	-4
Nc1cc(N)nc(SCC(=O)Nc2ccccc2)n1	-1.9	0	-7	0	1.3	2	7	3	3	3	-1
Cc1nn(Cc2ccc([N+](=O)[O-])cc2)c(=O)n1-c1c(F)cccc1F	-1.1	-9	-22	-5	1.4	9	18	.	-4	3	6
COc1ccc(-c2csc(NC(=O)c3cccc(N4C(=O)CCC4=O)c3)n2)cc1OC	0.2	-5	-1	-7	0.6	8	-3	6	0	-3	-6
CCN(CC)CCCOC(=O)C1(c2ccccc2)CCCC1	-0.2	-1	1	-3	-1.5	-7	-7	33	4	4	-2
Cc1c(Cl)cccc1NC(=S)NCc1cccn1C	2.1	-2	-6	-2	1.7	-2	-2	9	-2	0	-10
Cc1ccc(-c2cc3cccc[n+]3cc2-c2ccc(C)cc2)cc1	0.8	0	159	-16	-2.0	-3	9	1	-1	9	0
O=C(c1cc(F)ccc1F)C1CCCN(C(=O)c2ccco2)C1 (configuration not stated)	0.9	-11	16	-5	0.1	0	2	.	-5	2	-11
O=C(Nc1ccc(S(=O)(=O)NC2=NCCCCC2)cc1)c1cccs1	1.4	11	-1	-5	1.1	-3	0	4	0	17	4
O=c1ccn(Cc2ccccc2)cc1	0.6	-15	-8	-7	-0.1	2	13	.	-5	.	-14
Cc1ccc(NC(=O)CCS(=O)(=O)c2ccc(Br)cc2)nc1	1.3	16	234	-4	4.3	-4	-2	-21	3	-1	-2
Cc1nc2c(oc3ccc(Cl)cc32)c(=O)[nH]1	1.8	3	20	-15	-1.7	-1	-5	-25	-3	-1	-12
C=CCNc1nnc(SC2CC(=O)N(c3ccc(OC)cc3)C2=O)s1 (configuration not stated)	0.4	-2	6	-5	0.1	6	126*	5	-5	-2	-4
COC(=O)CC/C(C)=N\Nc1ccc([N+](=O)[O-])cc1[N+](=O)[O-]	-1.3	-2	5	-2	-1.5	3	-17	-21	0	-4	-7
